Screening data as filed in PubChem BioAssay.
PMI inhibition = human PMI inhibitors, high substrate, primary screen, biochemical, fluorescence intensity, high mannose 6-phosphate (AID 1220); recombinant PMI enzyme, coupled fluorescence intensity; higher % means a stronger effect; one-dose inhibition, % at 20 µM; IC50 in µM for titrated hits; actives 0.66% (n = 190,000)
Myeloid diff 2 = promotes myeloid progenitor differentiation; ER-HoxA9 myeloid progenitors, lysozyme-GFP differentiation, flow cytometry; calls only at 10 µM; actives 1% (n = 360,000);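 active = normalized GFP-positive differentiation at or above the plate's own cutoff, the solvent-only control mean plus 3 SD; inconclusive = no clear call, values can overlap the other calls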;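 also: cells exposed to compound for four days before flow analysis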
K1F lysis inhibition = inhibition of K1F phage lysis, E. coli UTI89, bacterial capsule biogenesis inhibitors, alamar blue (AID 488966). E. coli UTI89 K1F phage lysis, alamar blue, 2 h; higher % means a stronger effect. inhibition, % at 100 µM, or IC50 in µM where a hit was titrated. actives 0.02% (n = 340,000);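 active = phage lysis inhibition, versus mean bacterial control, above a set limit; inconclusive = no clear call, values can overlap the other calls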;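 also: capsule biogenesis inhibitors block K1F phage lysis so surviving cells raise fluorescence; higher fluorescence means more inhibition of phage lysis; actives were called in the ten point dose series up to 300 µM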
WT yeast gro inh = growth inhibition of WT yeast, mitochondrial fusion screen | mitochondrial fusion phenotypic screen, WT strain | inhibition, % at 10 µM | actives 2.1% (n = 190,000) | AID 1362; in the data active = inhibition above about 58%; tested in S. cerevisiae
TNAP activation fold = stimulation of alkaline phosphatase TNAP activity – biochemical, luminescent, no phosphate acceptor, uHTS, primary screen (AID 1001); actives 0.03% (n = 200,000); purified TNAP, luminescent activation assay, no phosphate acceptor; higher activation fold means a stronger effect; one-dose activation fold at 20 µM; EC50 in µM for titrated hits; in the data active = activation fold from about 3, or a potency from the dose series; inactive = the rest, 99 in 100 with activation fold below about 1.6; also: many of its hits are not listed in these tables
P. falciparum M1AAP = P. falciparum M1AAP inhibitors, biochemical, fluorogenic H-Leu-NHMec substrate, 1536-well (AID 1445); actives 0.42% (n = 220,000); recombinant M1AAP, H-Leu-NHMec fluorogenic kinetic assay; higher % means a stronger effect; inhibition, % at 30 µM, or IC50 in µM where a hit was titrated;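 active = primary inhibition above the hit cutoff, then over 50% inhibition at one or more dose response concentrations, cut at about 23% in these data, passing the limit was not always enough; inconclusive = conflicting primary data, or primary hits not chosen for dose response; inactive = low primary inhibition, or under 50% at every dose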;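 also: plate controls were DMSO full reaction for no effect and no enzyme background for full effect; strong numbers were not always called active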
human PMI inhibition = MPI enzyme activity inhibition – biochemical, fluorescence intensity, coupled assay, primary screen (AID 1209); inhibition, % at 20 µM; hits with a dose series show IC50 in µM; actives 0.42% (n = 190,000); purified PMI enzyme, coupled fluorescence intensity; higher % means a stronger effect;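 also: plate controls were DMSO vehicle for no effect and wells lacking substrate for full effect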
CSM14.1 death rescue = rescue of cells from ER stress-induced death, primary screen, 384-well, CSM14.1, thapsigargin, ATP luminescence (AID 1222) | CSM14.1 thapsigargin-induced death rescue, ATP luminescence; higher % means a stronger effect | cellular ATP content (survival), % at 20 µM, or EC50 in µM where a hit was titrated | 190,000 tested, under 10 active;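 active = EC50 below 50 µM in the dose-response confirmation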;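 also: death triggered by thapsigargin at about 15 µM added after 2 h compound pretreatment; cell ATP read after overnight thapsigargin exposure of roughly 18 to 22 hours; normalized against plate controls of thapsigargin alone and 5% DMSO vehicle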
Lipid droplet = modulators of hepatic lipid droplet formation. AML12 mouse hepatocytes, oleate lipid droplets, BODIPY imaging. actives 0.4% (n = 240,000). inhibition, % at 6.5 µM;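 active = lipid droplet intensity inhibited by at least 50%, with more than 500 cells counted; inconclusive = wells with under 300 cells, treated as cytotoxic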
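Assay system: AML12 hepatocytes (mouse); Probe or stimulus: oleic acid at 100 µM to induce lipid droplet formation; Dosing: compound at 6.5 µM only; Schedule: compound with oleate, overnight; Detection: fluorescence imaging, 20x objective, two fields per well; Measure: % inhibition of lipid droplet signal.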
WT yeast gro inh mutant strain = further read-out of WT yeast gro inh, marked with its call; inhibition, %; mitochondrial fusion phenotypic screen, mutant strain inhibition
Lipid droplet cells 6.5 µM = recorded beside Lipid droplet, whose call it bears; cell count; measured here: cell count, cytotoxicity flag;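 cells counted across two imaged fields per well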
Myeloid diff 2 GFP+ MAC1+ % = also measured in Myeloid diff 2; calls as there; GFP+ MAC1+ double positive, %; measured here: differentiation confirmed by MAC1 staining
An asterisk follows results filed as active; i = inactive; ? = inconclusive; · = not tested or not shown; [ ] = another dose, or the depositor's remark. Rule as the data show it, unless noted: active = inhibition above about 50%; inactive = the rest.

SMILES	PMI inhibition	Myeloid diff 2	Myeloid diff 2 GFP+ MAC1+ %	K1F lysis inhibition	WT yeast gro inh	WT yeast gro inh mutant strain	TNAP activation fold	P. falciparum M1AAP	human PMI inhibition	CSM14.1 death rescue	Lipid droplet	Lipid droplet cells 6.5 µM
COC(=O)Cc1ccc(NC(=S)NNC(=O)C2CC2)cc1	·	i	0.5	0.3%	·	·	·	3%	·	·	11	715
O=C(NCCc1csc(-c2ccccc2)n1)c1ccc(Br)o1	16%	i	3.1	8.8%	-1	20	1	7%	17%	-2.2%	-1	655
COc1ccccc1NC(=O)CCN1CCN(C)CC1	-7%	i	0.2	0.3%	11	8	1.1	-5%	-20%	-1.3%	0	797
C/C(=N\OCc1ccc(C#N)cc1)c1cc2ccccc2o1	·	i	0.2	-0.2%	·	·	·	5%	·	·	-4	682
CCSc1nnc(-c2cc(Br)ccc2N)c(=O)[nH]1	8%	i	0.9	-0.9%	20	5	1.1	2%	8%	0.9%	-1	688
N#C/C(=C\c1ccc(O)c([N+](=O)[O-])c1)c1nc2ccccc2s1	1%	i	1.3	-0.3%	56	59	0.6	34µM*	23%	0.0%	-5	694
COc1ccc(S(=O)(=O)N2CCC(C(=O)N3CCOCC3)CC2)cc1	2%	i	0.9	1.3%	12	3	1.1	-1%	0%	-3.0%	-8	738
CN(C)c1ccc(NC(=O)CN2CCC(N3CCCCC3)CC2)cc1	11%	i	2.0	-0.6%	0	-1	1	-3%	16%	-3.6%	21	828
CCOc1cc(CN2CCCC(CNC(=O)c3ccc(F)cc3)C2)ccc1OC (stereo unspecified)	·	i	0.1	0.0%	·	·	·	1%	·	·	-4	719
CSc1ccccc1C(=O)N1CCOCC1	-8%	i	0.8	2.5%	-14	10	1.1	-1%	-4%	-1.4%	0	730
CCOC(=O)/C(C#N)=C/Nc1cc(C(=O)OCC)cc2c(OC)c(OC)ccc12	·	i	0.5	-0.2%	·	·	·	1%	·	·	1	710
Cc1ccc(CSC2=NCCN2C(=O)C(C)Oc2ccccc2)cc1 (stereo unspecified)	10%	i	1.0	0.0%	22	6	1.1	11%	13%	4.0%	-5	660
Cc1cc(C)c(NC(=O)C(C)c2cccc(C(=O)c3ccccc3)c2)c(C)c1 (stereo unspecified)	6%	i	7.8	0.3%	35	17	1.1	-4%	19%	-0.8%	·	·
Cn1c2ccccc2c(=O)c2c(=O)n(C3CCCCC3)c(-c3ccco3)nc21	-20%	i	0.7	-11%	25	11	1.1	?	-2%	2.4%	39	651
Cc1cc(C)n(C2CCCCC2OC(=O)c2ccccc2F)n1 (stereo unspecified)	-7%	i	1.1	0.3%	29	5	1.1	-3%	-2%	1.6%	·	·
COc1cc(C2C3C(=O)N(Cc4ccccc4)C(=O)C3ON2c2ccccc2)cc(OC)c1OC (stereo unspecified)	7%	i	1.6	0.6%	4	14	1.1	6%	2%	-0.9%	·	·
COc1ccc(C)cc1NC(=O)c1ccc(NS(=O)(=O)c2cccc3cccnc23)cc1	·	i	0.3	0.4%	·	·	·	-3%	·	·	-8	719
CCc1c(O)nc(SCc2nc3ccccc3c(=O)[nH]2)[nH]c1=O	-6%	i	0.3	0.1%	-8	13	1	5%	-2%	2.4%	-8	672
CC(=O)C1=C(O)C(=O)N(c2nccs2)C1c1ccccc1F (stereo unspecified)	·	i	0.7	1.7%	·	·	·	-1%	·	·	5	726
COc1cccc(C(=O)NCCOc2cc(C)cc(C)c2)c1	-15%	i	0.5	6.0%	-6	4	1.1	1%	2%	-3.9%	-2	622
COc1ccccc1N1CCN(C(c2ccc(Cl)cc2)c2nnnn2C(C)(C)C)CC1 (stereo unspecified)	7%	i	0.7	1.0%	7	4	1	2%	15%	-2.0%	-5	740
O=S(=O)([N-]c1nc2ccccc2nc1-[n+]1ccccc1)c1ccccc1	6%	i	0.2	2.8%	1	-5	1.2	-2%	9%	-0.7%	10	656
O=C(CSc1ccc(-c2ccco2)nn1)N1CCCC1	8%	i	0.2	0.5%	-12	0	1.1	0%	-3%	0.8%	1	726
COC(=O)c1c(C)oc(C)c1S(=O)(=O)N1CCCCC1	·	i	0.6	-0.3%	·	·	·	1%	·	·	-31	669
O=C(CSc1nnc(CN2CCOCC2)n1-c1ccccc1)Nc1ccc(Cl)cc1	-8%	i	0.6	-2.2%	18	8	1.1	-8%	-12%	0.4%	-27	687
The list goes on:
SMILES	PMI inhibition	Myeloid diff 2	Myeloid diff 2 GFP+ MAC1+ %	K1F lysis inhibition	WT yeast gro inh	WT yeast gro inh mutant strain	TNAP activation fold	P. falciparum M1AAP	human PMI inhibition	CSM14.1 death rescue	Lipid droplet	Lipid droplet cells 6.5 µM
CC(O)CCc1nc2ccc(C(=O)O)cc2[nH]1 (stereo unspecified)	-8%	i	0.3	-1.6%	-8	3	1.2	-1%	-3%	0.3%	·	·
Cc1nnc(-c2cccc(Br)c2)c2cn(-c3ccccc3Cl)nc12	-5%	i	1.0	8.2%	45	58	1.1	1%	-7%	1.8%	·	·
Cc1ccc(S(=O)(=O)N2CCCC(C(=O)O)C2)s1 (stereo unspecified)	-16%	i	0.6	-0.1%	5	13	0.8	0%	-23%	-0.2%	·	·
CCOC(=O)CSc1ncc(OC)c(Sc2ccc(Cl)cc2)n1	13%	i	1.9	6.1%	20	25	1.1	2%	16%	-0.1%	·	·
Cc1ccccc1OCC(=O)N1N=C(C(F)(F)F)CC1(O)C(C)(C)C (stereo unspecified)	-4%	i	1.0	-0.7%	40	4	1.1	1%	0%	-1.2%	-26	772
Oc1cccc(C2c3[nH]c4ccccc4c3CCN2Cc2cnn(-c3ccccc3)c2)c1 (stereo unspecified)	24%	i	0.8	-0.1%	60*	-4.0*	1	6%	24%	-1.5%	-3	657
Cc1ccc(S(=O)(=O)NC(=O)c2ccc(-c3ccc(-c4ccccc4)cc3)o2)c(C)c1	12%	·	·	·	26	-11	1.1	4%	-5%	-5.5%	7	722
CCCCSc1c(C)c2cc3c(cc2[nH]c1=O)OCO3	11%	i	12	0.1%	4	-15	1.1	4%	12%	-0.9%	-5	622
c1ccc2cc(Sc3ncnc4c3oc3ccccc34)ccc2c1	5%	i	1.7	-0.3%	17	11	1	-3%	0%	1.3%	·	·
CCOc1ccc(/C=C2\CCc3ccccc3C2=O)cc1	·	i	0.5	-0.1%	·	·	·	9%	·	·	-1	817
O=C(CCn1cnc2ccccc2c1=O)Nc1nc(-c2ccc(Br)cc2)cs1	-20%	i	0.3	2.8%	4	10	1.1	9%	-20%	0.4%	2	728
Cc1nc2ccccc2c(=O)n1NC(=O)c1ccc(F)cc1Cl	-6%	i	5.5	1.1%	7	9	1.1	5%	-1%	0.7%	-1	737
CC1CCCN(C(=O)Cn2c(-c3nonc3N)nc3ccccc32)C1 (stereo unspecified)	9%	i	1.6	0.5%	-14	-32	1.1	0%	6%	-1.9%	·	·
CS(=O)(=O)NCCSCc1c(Cl)cccc1Cl	2%	i	0.5	5.8%	9	11	1.1	1%	0%	-2.7%	-9	758
CCOc1cc(NC(=S)NCC2CCCO2)c(OCC)cc1NC(=O)CC (stereo unspecified)	7%	i	1.0	0.8%	9	11	1	3%	6%	0.8%	6	670
CCCCn1c(SCC(=O)c2ccc3c(c2)NC(=O)CO3)nc2cc(S(N)(=O)=O)ccc21	6%	i	0.2	0.0%	-1	-4	1	-1%	-4%	-0.6%	2	678
COc1ccc(/C(N)=N/OC(=O)CSc2ccc(C)cc2)cc1OC	5%	i	6.5	0.5%	56	34	1.1	1%	15%	-0.6%	·	·
COc1ccc(C2C(C(=O)Nc3ccc(F)cc3)=C(C)Nc3nc(CCCO)nn32)cc1 (stereo unspecified)	3%	i	1.8	8.4%	-5	-2	1.1	4%	5%	-0.9%	·	·
O=[N+]([O-])c1ccc(COc2cccc(CNc3ccc(F)cc3)c2)cc1	-4%	i	0.4	1.2%[50 µM]	48	28	1.1	19%	-6%	4.6%	7	695
CCOC(=O)C(NCc1ccc2c(c1)OCO2)(NC(=O)CC)C(F)(F)F (stereo unspecified)	-6%	i	0.3	0.5%	-5	9	1.1	-3%	-7%	0.6%	·	·
CC(=O)N(C)C(c1ccc(N(C)C)cc1)c1nnnn1-c1c(C)cccc1C (stereo unspecified)	15%	i	0.6	3.7%	-12	-5	1.1	1%	19%	-0.9%	-5	663
CCN1CCN(S(=O)(=O)c2cccc(S(=O)(=O)N3CCOCC3)c2)CC1	4%	i	0.2	0.8%	-14	-14	1	·	10%	0.6%	-11	742
COC(=O)c1cc2occc2n1Cc1nc(-c2ccccc2F)oc1C	·	i	0.5	0.1%	·	·	·	0%	·	·	13	662
CC(=O)Nc1cccc(NC(=O)Nc2cccc(F)c2)c1	12%	i	0.3	0.2%	8	4	1.1	8%	12%	-3.1%	6	735

A different layout for part of the listing above:
Every second line gives: PMI inhibition	Myeloid diff 2	Myeloid diff 2 GFP+ MAC1+ %	K1F lysis inhibition	WT yeast gro inh	WT yeast gro inh mutant strain	TNAP activation fold	P. falciparum M1AAP	human PMI inhibition	CSM14.1 death rescue	Lipid droplet	Lipid droplet cells 6.5 µM
CC1CCCN(C(=O)Cn2c(-c3nonc3N)nc3ccccc32)C1 (stereo unspecified)
→ 9%	i	1.6	0.5%	-14	-32	1.1	0%	6%	-1.9%	·	·
CCOC(=O)/C(C#N)=C/Nc1cc(C(=O)OCC)cc2c(OC)c(OC)ccc12
→ ·	i	0.5	-0.2%	·	·	·	1%	·	·	1	710
COc1ccc(S(=O)(=O)N2CCC(C(=O)N3CCOCC3)CC2)cc1
→ 2%	i	0.9	1.3%	12	3	1.1	-1%	0%	-3.0%	-8	738

Complete entries from above.
CCN1CCN(S(=O)(=O)c2cccc(S(=O)(=O)N3CCOCC3)c2)CC1 in the list: PMI inhibition: 4%; Myeloid diff 2: i; Myeloid diff 2 GFP+ MAC1+ %: 0.2; K1F lysis inhibition: 0.8%; WT yeast gro inh: -14; WT yeast gro inh mutant strain: -14; TNAP activation fold: 1; P. falciparum M1AAP: ·; human PMI inhibition: 10%; CSM14.1 death rescue: 0.6%; Lipid droplet: -11; Lipid droplet cells 6.5 µM: 742
Cc1ccc(S(=O)(=O)N2CCCC(C(=O)O)C2)s1 (stereo unspecified) in the list: PMI inhibition: -16%; Myeloid diff 2: i; Myeloid diff 2 GFP+ MAC1+ %: 0.6; K1F lysis inhibition: -0.1%; WT yeast gro inh: 5; WT yeast gro inh mutant strain: 13; TNAP activation fold: 0.8; P. falciparum M1AAP: 0%; human PMI inhibition: -23%; CSM14.1 death rescue: -0.2%; Lipid droplet: ·; Lipid droplet cells 6.5 µM: ·
